Assay outcomes (PubChem BioAssay)
PABP1 MLLE inh – inhibitors of PABP1 MLLE–PAM2 peptide binding, primary screen, biochemical, fluorescence polarization, FITC-PAM2, GST-MLLE | inhibition, % at 20 µM | Polyadenylate-binding protein 1 (Homo sapiens), P11940 | 360,000 tested, 0.36% active | AID 588489, 2011; in the data active = inhibition above about 35%, passing the limit was not always enough;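 note: plate controls were DMSO wells with GST-MLLE for no effect and wells lacking GST-MLLE protein for full effect; some results filed as inactive read as strong as hits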
NRP1-CendR mod – modulators of CendR peptide binding to NRP-1, primary screen, biochemical, fluorescence polarization, uHTS. Neuropilin-1 (Homo sapiens), O14786. FAM-RPARPAR peptide binding to NRP-1. inhibition, % at 25 µM. 360,000 tested, 0.85% active. AID 602438, 2012;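 active = inhibition or corrected inhibition above about 18%, plus a signal ratio from 0.5 to 1.5, limit read from the data, passing the limit was not always enough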; note: strong numbers were not always called active
Neddylation inh – inhibitors of cullin neddylation, primary screen, biochemical, TR-FRET, uHTS, NAE and Ubc12; NEDD8-conjugating enzyme Ubc12 (Homo sapiens) + NEDD8-activating enzyme E1 regulatory …; calls only at 25 µM; 360,000 tested, 0.58% active; AID 651699, 2012; in the data active = inhibition above about 36%
FAS TE block – FAS thioesterase domain inhibitors, primary screen, biochemical, fluorescence intensity, uHTS. 360,000 tested, 0.67% active. inhibition, % at 15 µM. recombinant FAS-TE, OMFH fluorogenic substrate, fluorescence endpoint;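 active = compounds whose normalised, plate-corrected inhibition of enzyme fluorescence in the single-dose primary screen is 50% or more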;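 note: 0% = DMSO with enzyme and 100% = substrate without enzyme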
eLon inh – inhibitors of E. coli Lon protease, primary screen, biochemical, fluorescence polarization | P0A9M0 | purified E. coli Lon protease | inhibition, % at 7.94 µM | 360,000 tested, 0.42% active | AID 602123, 2011; in the data active = inhibition above about 13%, passing the limit was not always enough;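 note: 0% = enzyme with probe and DMSO and 100% = no enzyme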
SKN-1 inh – suppressors of acrylamide-induced Pgst-4::GFP reporter in worms, primary screen, SKN-1 inhibitor project, whole organism, uHTS, GFP/RFP fluorescence ratio, strain VP596; C. elegans VP596 Pgst-4::GFP/RFP ratio, 24 h; inhibition, % at 21.8 µM; 360,000 tested, 0.49% active; AID 624304, 2012;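 active = interference check ratio from 0.5 to 1.5 plus GFP to RFP signal ratio inhibition reaching or exceeding a fixed threshold, cut at about 30% in these data, passing the limit was not always enough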; note: some compounds called inactive have numbers as strong as hits
MT1-MMP act inh – blockers of MT1-MMP proenzyme processing, primary screen, HT1080 RFP-PRO-GFP cells, GFP/RFP fluorescence; GFP/RFP ratio fluorescence, overnight; percent of plate control window, DMSO zero; GFP/RFP ratio change, % at 20 µM; 360,000 tested, 0.061% active; Matrix metalloproteinase-14 (Homo sapiens), P50281;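 active = GFP/RFP ratio change of at least 30% with cell ATP level not reduced by more than half and red fluorescence within 50% of control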; note: strong numbers were not always called active
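Assay system: HT1080 cells carrying an RFP-PRO-GFP reporter | Dosing: Single dose of 20 µM compound, 1% DMSO final | Incubation: Cells overnight before dosing, compound overnight, 37 °C, 5% CO2 | Evaluation: GFP/RFP fluorescence ratio | Control set: DMSO and RFP-L50D-GFP cell wells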
bovine MsrA act – bovine MsrA enzyme activators, primary screen, biochemical, absorbance, HTS; Methionine sulfoxide reductase A (Bos taurus); purified bovine MsrA, absorbance read-out; activation, % at 10.6 µM; 360,000 tested, 0.3% active; in the data active = activation above about 7.5%;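 note: 0% = vehicle and 100% = reference activator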
Rin1 Abl inh – inhibitors of Rin1-Abl protein binding, primary screen, biochemical, TR-FRET. 360,000 tested, 0.4% active. inhibition, % at 7.35 µM. AID 588664, 2011. Tyrosine-protein kinase ABL1 (Homo sapiens) + Ras and Rab interactor 1 (Homo sapiens), …; in the data active = inhibition above about 5%, passing the limit was not always enough
Target sequence (P00519 whole entry, looked up): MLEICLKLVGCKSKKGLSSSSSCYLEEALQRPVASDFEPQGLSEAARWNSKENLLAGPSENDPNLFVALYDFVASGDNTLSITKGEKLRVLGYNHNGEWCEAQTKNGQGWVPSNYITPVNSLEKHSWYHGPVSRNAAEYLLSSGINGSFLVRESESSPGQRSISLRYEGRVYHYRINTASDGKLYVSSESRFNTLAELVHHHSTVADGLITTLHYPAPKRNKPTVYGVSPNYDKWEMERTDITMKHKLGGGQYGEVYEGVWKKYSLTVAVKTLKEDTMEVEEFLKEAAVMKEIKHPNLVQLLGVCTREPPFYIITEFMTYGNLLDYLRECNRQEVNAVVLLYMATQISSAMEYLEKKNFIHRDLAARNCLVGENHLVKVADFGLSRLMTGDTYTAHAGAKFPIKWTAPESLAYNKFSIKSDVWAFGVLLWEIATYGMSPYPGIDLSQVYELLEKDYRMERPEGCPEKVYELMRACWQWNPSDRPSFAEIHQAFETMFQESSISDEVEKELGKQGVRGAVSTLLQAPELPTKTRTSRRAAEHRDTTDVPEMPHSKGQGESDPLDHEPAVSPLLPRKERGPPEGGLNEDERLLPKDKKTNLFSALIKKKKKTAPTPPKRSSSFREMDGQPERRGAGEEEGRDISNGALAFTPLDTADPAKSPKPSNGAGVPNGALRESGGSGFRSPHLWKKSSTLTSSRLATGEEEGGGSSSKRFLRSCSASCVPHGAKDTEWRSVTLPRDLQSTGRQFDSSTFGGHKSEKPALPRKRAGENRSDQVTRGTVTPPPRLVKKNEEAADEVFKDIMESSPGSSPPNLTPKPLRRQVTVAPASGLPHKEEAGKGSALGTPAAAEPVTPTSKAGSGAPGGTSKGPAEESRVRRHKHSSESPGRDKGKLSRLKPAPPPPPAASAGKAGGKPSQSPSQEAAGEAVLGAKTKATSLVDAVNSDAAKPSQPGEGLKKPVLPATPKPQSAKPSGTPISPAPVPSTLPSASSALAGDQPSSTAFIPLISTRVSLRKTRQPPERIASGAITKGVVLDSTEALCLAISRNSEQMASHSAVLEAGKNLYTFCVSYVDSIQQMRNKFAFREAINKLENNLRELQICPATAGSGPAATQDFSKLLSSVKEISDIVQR
Target sequence (Q13671 whole entry, looked up): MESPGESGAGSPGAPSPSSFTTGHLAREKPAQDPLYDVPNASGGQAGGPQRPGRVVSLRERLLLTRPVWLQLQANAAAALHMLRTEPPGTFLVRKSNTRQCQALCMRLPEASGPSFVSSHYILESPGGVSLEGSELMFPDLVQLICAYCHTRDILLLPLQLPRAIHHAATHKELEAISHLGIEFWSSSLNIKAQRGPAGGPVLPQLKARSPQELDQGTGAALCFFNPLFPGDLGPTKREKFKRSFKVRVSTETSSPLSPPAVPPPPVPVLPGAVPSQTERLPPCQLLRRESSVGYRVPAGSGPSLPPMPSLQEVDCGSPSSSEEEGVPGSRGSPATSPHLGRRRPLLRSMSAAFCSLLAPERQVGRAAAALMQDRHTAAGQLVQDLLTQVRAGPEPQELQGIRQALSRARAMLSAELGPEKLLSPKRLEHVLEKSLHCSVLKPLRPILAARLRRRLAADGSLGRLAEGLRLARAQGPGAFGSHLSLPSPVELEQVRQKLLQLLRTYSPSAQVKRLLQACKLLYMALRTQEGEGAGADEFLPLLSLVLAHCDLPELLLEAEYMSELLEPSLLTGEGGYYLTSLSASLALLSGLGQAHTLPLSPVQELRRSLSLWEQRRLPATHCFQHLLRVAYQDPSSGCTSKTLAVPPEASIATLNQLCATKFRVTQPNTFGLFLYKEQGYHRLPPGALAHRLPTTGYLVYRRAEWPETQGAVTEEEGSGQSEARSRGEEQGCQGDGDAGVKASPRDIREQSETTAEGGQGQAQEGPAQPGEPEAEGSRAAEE
The depositor's hits bear a star; i = inactive; . = no result given.

SMILES	PABP1 MLLE inh	NRP1-CendR mod	Neddylation inh	FAS TE block	eLon inh	SKN-1 inh	MT1-MMP act inh	bovine MsrA act	Rin1 Abl inh
O=C(Cn1cc([N+](=O)[O-])cn1)NCCc1c[nH]c2ccccc12	-3	0	i	3	0	-12	0	-5	1
CCOC(=O)c1c(NC(=O)C2COc3ccccc3O2)sc(C(C)=O)c1C (centres undefined)	16	8	i	-10	3	-1	3	-9	4
O=C(N/N=C/c1c(F)cccc1Cl)c1ccc(Cn2cc(Br)cn2)o1	23	-10	i	7	5	3	-3	-2	1
CC(=O)Nc1ccc(S(=O)(=O)N2CCN(Cc3cccs3)CC2)cc1	12	-5	i	3	-6	12	2	-3	-4
COc1nc(Oc2ccc(C(=O)OCC(N)=O)cc2)nc(N(C)C)n1	-4	3	i	-8	-5	14	0	-3	-4
O=c1[nH]c(SCc2ccccc2)nc2c1cnn2-c1ccc(F)cc1	8	-3	i	-3	10	-2	-1	0	0
COc1cc(OC)cc(-c2sc3ccc(OC)cc3c2C#CCCO)c1	-6	-15	i	16	-7	-5	-2	-1	-2
O=C(O)COCC(=O)N1CCCN(c2nccc(C(F)(F)F)n2)CC1	0	-1	i	-8	3	9	-3	-4	1
Cc1cc(C)cc(NS(=O)(=O)c2ccc3[nH]cc(C(=O)NCc4ccco4)c(=O)c3c2)c1	-1	-22	i	-22	11	6	-10	-3	-2
Cn1ccc(C(=O)N/N=C/c2ccncc2)n1	8	3	i	-8	2	27	0	-9	-4
COc1ccc(-n2ncc(S(=O)(=O)c3ccccc3)c2-c2ccc(Cl)cc2)cc1	7	-3	i	29	-5	4	-10	-3	-3
CCN1C2=C(C(=O)CCC2)C(c2ccc(O)c(Br)c2)C2=C1CCCC2=O	24	4	i	-5	9	8	-9	-12	-2
CCCCn1c(N)c(N(CCOC)C(=O)COC(=O)c2cc(CC)c(C)s2)c(=O)[nH]c1=O	17	9	i	-6	10	23	-3	1	-2
O=C(c1ccccc1)c1ccccc1C(=O)N1CCOCC1	-4	7	i	-7	-11	-31	2	-16	4
Cc1ccccc1NC(=O)CSc1nnc(-c2ccco2)c(-c2ccco2)n1	21	-8	i	-4	18	5	-10	-4	-1
S=C(Nc1ccc(Br)cc1)NC1CCN(Cc2ccccc2)CC1	-6	-2	i	8	2	3	7	-5	2
CC(=O)NC(c1ccc(Cl)cc1Cl)c1ccc2cccnc2c1O (centres undefined)	12	13	i	8	10	15	13	-1	4
COc1cccc(CN2CCN(Cc3ccc4c(c3)OCCO4)CC2CCO)c1 (centres undefined)	-9	-1	i	-5	1	-8	-2	-3	-1
CCc1nc2ccc(C(=O)NCCCN3CCCC3=O)cn2c1N(CC)CCOC	5	2	i	-4	-5	-7	3	-2	1
CCOC(=O)c1sc2nc(SCC#N)n(CCCN3CCCC3=O)c(=O)c2c1C	-3	-11	i	-1	-5	0	-15	-2	-1
Cc1c(NC(=O)CN2C(=O)NC(C)(c3ccccc3)C2=O)c(=O)n(-c2ccccc2)n1C (centres undefined)	1	3	i	-14	0	4	2	-4	-4
Cc1cc(SCC(=O)N(C)C2CCS(=O)(=O)C2)nc2c(C)cccc12 (centres undefined)	-1	-6	i	2	-6	12	-2	-4	0
O=C(NN=Cc1ccc2c(c1)CCC2)c1cccc([N+](=O)[O-])c1	11	-8	i	3	-11	13	0	-2	-1
CCN1CCN(C(=O)CCN2C(=O)COc3ccc(C)cc32)CC1	-2	10	i	-10	-3	-21	1	-6	3
CCOCCc1nn2c(=O)cc(CSCC(=O)Nc3cccc(C)c3C)nc2s1	-1	8	i	-4	4	3	-1	-3	1
Cc1csc(NC(=O)C2CCN(S(=O)(=O)c3ccc4c(c3)oc(=O)n4C)CC2)n1	-1	-8	i	59*	-3	10	5	2	-2
Cc1ccc(Cc2c(-c3ccc(Cl)cc3)nc3cc(C)c(Br)c(C)n23)cc1	-9	-20	i	17	-5	9	3	-8	2
Cc1cccc[n+]1CC(=O)Nc1ccccc1	16	3	i	-5	-11	-10	-2	-4	0
Cc1cccc(-n2ccnc2SCC(=O)Nc2cc(C)on2)c1	0	16	i	-4	-4	-32	1	-5	0
CN(Cc1ccnc2ccccc12)C(=O)C1CCC(=O)N(Cc2ccccc2F)C1 (centres undefined)	-2	4	i	-3	0	20	1	1	-1
c1ccc(C2=Nn3c(Cn4nnc5ccccc54)nnc3SC2)cc1	-9	3	i	1	1	5	2	-2	-2
O=S1(=O)CC(N2CCN(c3ccccn3)CC2)CN1Cc1ccccc1 (centres undefined)	-4	8	i	-2	-9	9	3	-13	3
CC(C)CCN1C(=O)c2ccc(C(=O)Nc3c[nH]c(=O)[nH]c3=O)cc2C1=O	-5	-3	i	-10	-3	3	3	-4	-1
O=C(c1ccco1)N1CCN(S(=O)(=O)c2ccc(C3CCCCC3)cc2)CC1	-5	-2	i	32	-3	21	4	-3	-1
O=C(Nc1ccc(S(=O)(=O)Nc2nccs2)cc1)c1cc(-c2ccccn2)nc2ccccc12	6	3	i	-4	3	3	-3	-4	-4
COC(=O)c1ccc(CSc2cc(C)c3cc(C)cc(C)c3n2)o1	-9	4	i	18	2	18	8	-4	1
O=C(Nc1ncnc2c1ncn2[C@@H]1O[C@H](/C=C/C(=O)N2CCN(c3ccc(F)cc3)CC2)[C@@H](O)[C@H]1O)c1ccccc1	-8	8	i	-14	2	-1	0	-5	1
Cc1ccc(S(=O)(=O)N2CCN(C(=O)COC(=O)/C=C/c3ccc(F)cc3)CC2)c(C)c1	1	4	i	16	6	-4	4	-2	0
COc1ccc(NS(=O)(=O)c2cc(NC(=O)c3ccc(C)o3)ccc2N2CCCCC2)cc1	-1	0	i	27	4	19	0	-3	-2
O=S(=O)(N[C@H](CO)c1ccccc1)c1ccc(Br)cc1F	-7	-2	i	-5	-8	13	0	-1	-7

For convenience, some entries already given.
SMILES	PABP1 MLLE inh	NRP1-CendR mod	Neddylation inh	FAS TE block	eLon inh	SKN-1 inh	MT1-MMP act inh	bovine MsrA act	Rin1 Abl inh
COC(=O)c1ccc(CSc2cc(C)c3cc(C)cc(C)c3n2)o1	-9	4	i	18	2	18	8	-4	1
O=C(Nc1ncnc2c1ncn2[C@@H]1O[C@H](/C=C/C(=O)N2CCN(c3ccc(F)cc3)CC2)[C@@H](O)[C@H]1O)c1ccccc1	-8	8	i	-14	2	-1	0	-5	1
Cc1ccc(S(=O)(=O)N2CCN(C(=O)COC(=O)/C=C/c3ccc(F)cc3)CC2)c(C)c1	1	4	i	16	6	-4	4	-2	0
COc1ccc(NS(=O)(=O)c2cc(NC(=O)c3ccc(C)o3)ccc2N2CCCCC2)cc1	-1	0	i	27	4	19	0	-3	-2
O=S(=O)(N[C@H](CO)c1ccccc1)c1ccc(Br)cc1F	-7	-2	i	-5	-8	13	0	-1	-7

(further entries)
SMILES	PABP1 MLLE inh	NRP1-CendR mod	Neddylation inh	FAS TE block	eLon inh	SKN-1 inh	MT1-MMP act inh	bovine MsrA act	Rin1 Abl inh
O=C(O)CCCN1C(=O)/C(=C/c2cn(-c3ccccc3)nc2-c2cccs2)SC1=S	-12	-155	i	-12	-92	6	6	0	3
Cc1ccc(N2N=C(C(=O)O)CCC2=O)cc1Cl	5	0	i	-1	-2	-9	2	-4	4
CCN(CC(=O)Nc1cc(Cl)ccc1C)C(=O)c1nc2nc(C)cc(C)n2n1	-45	2	i	-1	-15	-2	-3	-1	1
CC(=O)NC(Cc1ccccc1F)C(=O)NC1CCN(C(=O)c2cnccn2)CC1 (centres undefined)	-2	-3	i	-5	-1	2	5	-5	-2
CC(NC(=O)c1ccco1)C(=O)N1CCN(S(=O)(=O)c2ccccc2C#N)CC1 (centres undefined)	8	7	i	0	8	-13	0	-1	5
COc1ccc(-c2csc(NC(C)c3nc4cc(C(=O)NCCCO)ccc4n3Cc3ccc(C)cc3)n2)cc1 (centres undefined)	-39	-5	i	14	-13	4	-2	-1	1
Cc1cc(NC(=O)CSc2ccc(-c3ccc(F)cc3)nn2)no1	0	-11	i	0	-5	-7	7	-4	0
CCc1c(C)nc2ccc(Br)cc2c1Cl	-11	0	i	14	4	-6	-5	-3	-3
COC(=O)[C@]12CCCCC=C1N(CCC1=CCCCC1)C(=O)[C@H](CC(=O)NCCC(C)C)C2	.	-6	i	5	-6	-5	-7	-12	.
C/C(=N\NC(=O)c1c(Cl)cnn1C)c1cccnc1	9	18	i	-9	-14	-11	0	-4	1
O=C(c1ccccc1)c1cncc(Br)c1	-4	6	i	-9	-10	-17	0	-10	-3
Cc1ccccc1N/C(=N/S(=O)(=O)c1ccccc1)c1ccc(F)cc1	-2	-5	i	-4	-3	-3	2	1	0
CC(=O)N1CCN(c2nc3ccc([N+](=O)[O-])cc3s2)CC1	4	6	i	-6	-8	7	4	-5	-2
CCN(CCNCC(O)COCc1ccc(Cl)cc1)c1cccc(C)c1 (centres undefined)	1	-2	i	2	-2	11	1	-3	-3
O=C(NCCc1ccccc1O)c1cc2c(cc1[N+](=O)[O-])OCO2	-6	-4	i	-2	4	0	2	-6	4
O=S(=O)(c1ccccc1F)N1CCN(c2nc(-c3cccnc3)nc3ccccc23)CC1	-15	-7	i	26	-6	0	-6	-1	-5
COc1ccc(OC)c(-n2c(-c3cnccn3)n[nH]c2=S)c1	-20	2	i	-6	-13	9	0	1	-2
CC1=NOC2(C1)N(C)c1ccccc1C2(C)C (centres undefined)	10	6	i	-6	5	3	3	-4	1
Cc1ccc2cc(CN(CCCO)S(=O)(=O)c3cccc4nsnc34)c(=O)[nH]c2c1	-7	-11	i	-7	5	-4	-2	2	-8
CC(=O)Nc1nc(SCc2cccc3ccccc23)n[nH]1	-6	-11	i	-14	4	8	2	-2	1
COc1ccccc1NC(=O)Nc1cccc(C)n1	-1	13	i	-4	-5	27	-6	-1	2
Cc1nc(N)nc(N)c1/C=C/C(C)(C)c1ccc(Cl)cc1	6	-6	i	0	9	4	-22	-7	-6
O=C(CN1C(=O)NC2(CCCCCCC2)C1=O)N1CCOCC1	2	-2	i	-9	6	-5	-2	-1	2
O=C(NCc1ccco1)/C(=C\c1ccco1)NC(=O)c1cccs1	4	-1	i	-4	-1	0	1	-3	-2
Cc1ccc(C(=O)NC2CC2)cc1S(=O)(=O)N1CCOCC1	4	18	i	-4	-6	3	3	-3	2
O=C(NCCCNC(=O)c1ccccn1)c1cccc(F)c1	-2	9	i	-2	-3	-9	-7	-2	6
O=C1CSC(=S)N1/N=C/c1cccnc1	43*	3	i	-6	4	-14	10	-10	-1
N#Cc1ccccc1CSc1nc2ccc(NC(=O)c3ccccc3C(=O)O)cc2s1	6	-25	i	-1	10	3	-1	-9	-1
Cc1cccc(OCC(=O)N2CCN(C(=O)c3cccs3)CC2)c1	13	-4	i	-1	-2	21	3	2	1
CN(CC(=O)Nc1cccc(F)c1)C(=O)c1cc2c(s1)CCCCC2	3	0	i	16	8	-4	-2	-2	2
CCOc1ccc(Oc2ccc(S(=O)(=O)N3CCOCC3)cc2NC(=O)C2=COCCO2)cc1	-13	2	i	27	-1	7	-3	-8	4
O=C(O)c1cc(S(=O)(=O)NC(CO)C(O)c2ccc([N+](=O)[O-])cc2)ccc1Br (centres undefined)	-2	10	i	-5	1	-2	0	-1	-1
COc1ccc(CN2CN(C(C)C)CSC2=S)cc1	29	-8	i	0	-14	-8	4	-3	-1
